Screens (PubChem BioAssay)
PfHsp40 rescue – rescue of PfHsp40-mediated yeast toxicity. AID 504582. S. cerevisiae expressing PfHsp40, growth rescue, ATP luminescence. growth rescue, % at 12.5 µM. 340,000 tested, 0.68% active; in the data active = growth rescue above about 28%, passing the limit was not always enough; inconclusive = no clear call, values can overlap the other calls;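 note: yeast W303a lacking pdr1 and pdr3 grown in galactose medium; growth measured after three days at 30 °C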
PrPC surface inh – inhibitors of human cell surface prion protein PrPC | AID 720596 | 370,000 tested, 0.43% active | TR-FRET read-out | inhibition, % at 13.8 µM | P04156; in the data active = inhibition above about 24%; note: 0% = median of the test wells and 100% = reference compound wells
Anthrax LF prot – anthrax lethal factor protease inhibition. multiplex microsphere protease cleavage assay, LF. AID 588501. 360,000 tested, 0.12% active. inhibition, % at 10 µM. P15917; note: plate controls were buffer without enzyme for full effect and enzyme alone for no effect
FadD28 FP inh – inhibitors of Mycobacterium tuberculosis FadD28 bisubstrate binding | FadD28 bisubstrate probe binding, fluorescence polarization | inhibition, % at 12.5 µM | 360,000 tested, 0.22% active; in the data active = inhibition above about 8.5%, passing the limit was not always enough; inconclusive = no clear call, values can overlap the other calls
BoNT-A LC inh2 – blocks Botulinum neurotoxin A light chain protease; inhibition, % at 10 µM; multiplex microsphere protease substrate cleavage, flow cytometry; 360,000 tested, 0.17% active; note: plate controls were buffer without enzyme for full effect and enzyme alone for no effect
BoNT-F LC inh – BoNT F light chain protease inhibition; Multiplex microsphere protease cleavage assay, flow cytometry; inhibition, % at 10 µM; 360,000 tested, 0.22% active; AID 588497; in the data active = inhibition above about 35%, passing the limit was not always enough; inconclusive = no clear call, values can overlap the other calls; note: plate controls were buffer without enzyme for full effect and enzyme alone for no effect
Y pestis TopoI – blocks Yersinia pestis topoisomerase I activity | Y. pestis Topo-I cleavage product accumulation, plate reader | activity, % at 10 µM | 360,000 tested, 0.064% active; in the data active = activity above about 50%, passing the limit was not always enough; inconclusive = no clear call, values can overlap the other calls; note: inactives centre near 2
TcdB GH inh – blocks C. difficile toxin B glycohydrolase activity | TcdB glycohydrolase enzymatic assay, plate reader | inhibition, % at 9.99 µM | 350,000 tested, 0.24% active; in the data active = inhibition above about 10%
CCHFV vOTU inh – CCHFV vOTU protease inhibition; AID 651958; 370,000 tested, 0.55% active; Pep-AMC fluorescence; inhibition, % at 11.5 µM; in the data active = inhibition above about 30%; note: 0% = vehicle wells with enzyme and 100% = no enzyme wells
* hit, by the source's call; ? = inconclusive; / = no result given; & = joins results of further samples. Cut-off read from the data, not from the text of the source, unless noted: active = inhibition above about 30%; inconclusive = no clear call, values can overlap the other calls; inactive = below that.

SMILES	PfHsp40 rescue	PrPC surface inh	Anthrax LF prot	FadD28 FP inh	BoNT-A LC inh2	BoNT-F LC inh	Y pestis TopoI	TcdB GH inh	CCHFV vOTU inh
CC1(c2ccccc2Cl)NC(=O)N(CC(=O)NCCC2=CCCCC2)C1=O (stereo not drawn)	2.3	0.6	0.2	-4.0	-0.2	1.9	-13.2	/	-1.9
COc1ccccc1NC(=O)NCCN1CCCCC1	-0.7	1.5	-5.3	-0.7	2.5	?	3.4	-6.9	-0.6
Cn1c(=O)c2sccc2n(Cc2ccc(Br)cc2)c1=O	-0.1	6.0	8.9	-3.0	-4.1	?	6.2	-0.4	10.1
COc1cc(NC(=O)NC(C)(C(F)(F)F)C(F)(F)F)cc(OC)c1OC	0.1	-2.9	-0.8	-1.1	0.8	-6.1	-9.0	/	-5.3
COc1ccc(/C=N/NC(=O)c2sc3nc(C)cc(C)c3c2N)cc1	-0.7	-3.3	9.8	-5.5	-4.6	?	-4.1	0.3	-12.2
COc1cc(OC)nc(-n2ncc(OC)c(Br)c2=O)n1	0.0	5.7	-5.0	-1.3	0.2	-6.1	0.0	0.1	-7.8
Cc1ccc(C)c(C(=O)Nc2c(C(N)=O)oc3ccccc23)c1	1.1	3.3	4.2	-6.1	-0.9	-9.0	2.1	0.7	15.3
Cc1ccccc1C(=O)N1[C@@H](C(C)C)COc2cc(Br)ccc2S1(=O)=O	-0.5	1.5	0.8	-0.6	0.0	-0.9	15.1	0.9	-4.3
CN(C)/C=N/c1nc2nccc(-c3ccccc3)n2n1	-1.3	-5.5	0.0	0.8	-0.2	-4.5	2.5	0.1	-68.8
COc1ccc(C(=O)NCC2COc3ccccc3O2)cc1S(=O)(=O)N1CCOCC1 (stereo not drawn)	-0.8	1.0	2.4	1.4	0.2	-3.0	-6.5	0.7	0.4
CC(C)CN(C(=O)Cn1nnc(-c2ccc(Cl)cc2)n1)C1CCS(=O)(=O)C1 (stereo not drawn)	/	2.7	0.9	-0.8	0.4	8.2	5.7	-1.9	12.2
COc1ccc(NC(=O)Nc2cc(C)cc(C)c2)cn1	0.3	0.7	?	-4.3	-5.1	-19.2	-3.1	0.2	-7.9
Nc1cc(=O)nc(SCC(=O)Nc2ccccc2Cl)n1-c1ccccc1	-0.6	5.4	-6.0	-0.2	-0.9	-1.8	6.1	2.2	3.2
CCCCn1nc2cc(C(=O)NCc3ccco3)ccc2c1OCC	-1.0	-3.0	-8.6	0.5	-0.3	-5.1	10.0	/	-26.2
CC1(O)C(=O)c2ccccc2N(c2ccccc2)C1=O (stereo not drawn)	-1.1	-0.4	4.2	0.4	0.5	6.2	9.8	/	-1.4
S=c1[nH]nc(-c2ccc3ccccc3n2)n1-c1cc(Cl)cc(Cl)c1	-1.4	-1.5	-2.2	1.4	-1.0	-13.8	-4.5	0.1	-16.0
c1coc(Cn2nnnc2CN2CCN(C3CCCC3)CC2)c1	1.3	-2.5	0.7	0.2	0.2	-8.0	0.9	/	4.9
CCc1ccc(S(=O)(=O)NCc2cn3ccccc3n2)s1	1.5	4.1	-6.9	-2.3	-0.2	3.1	3.5	/	-9.1
Nc1nc(Nc2ccccc2)nc(NCc2ccccc2)c1[N+](=O)[O-]	-0.7	-4.6	-15.2	-5.6	?	?	-4.8	0.8	-0.5
COC(=O)C1(C)NC(c2ccc(OC)cc2)C2C(=O)N(c3ccccc3)C(=O)C21 (stereo not drawn)	-2.0	3.0	5.1	0.1	-2.3	19.5	-6.2	1.2	-7.2
O=C1C2C3c4ccccc4C(c4ccccc43)C2C(=O)N1c1ccncc1 (stereo not drawn)	-0.5	-1.2	4.9	1.4	-0.6	1.8	6.4	0.0	-11.4
CC(C)(C)OC(=O)N1CCCC(C(=O)Nc2ccc(C(=O)NC3CC3)cc2)C1 (stereo not drawn)	-2.3	-3.9	1.0	-3.8	-0.1	-3.2	-6.8	3.8	-3.3
CCOC(=O)c1c(C)[nH]c(C(=O)COC(=O)CCS(=O)(=O)c2ccc(C)cc2)c1C	-1.3	3.3	-0.8	-3.1	0.3	-1.0	-4.3	0.3	-5.6
NCCCCC(=O)O	-0.2	6.0	-5.6	-3.5	-0.4	-10.9	-5.3	1.0	-6.8
CS(=O)(=O)Nc1ccc2c(c1)[C@@H]1C[C@@H](CC(=O)NCc3cccnc3)O[C@H](CO)[C@@H]1O2	/	-4.0	0.5	-2.3	0.2	-7.9	1.2	0.9&0.1	2.2
CCn1c(SCC(=O)N/N=C/c2ccc(C)s2)nc2ccccc21	0.1	9.2	-0.5	-2.6	0.0	3.0	19.5	/	4.9
O=C(Nc1nnc(Cc2ccccc2)s1)c1ccco1	-0.4	20.3	0.3	0.6	0.4	1.4	1.2	-1.7	14.4
COc1cc(/C=N/NC(=O)Cc2csc(N3CCOCC3)n2)cc(OC)c1O	0.2	1.2	6.0	-0.4	0.0	-0.1	7.4	-29.1	-14.7
CNC(=O)N(O)C1N(/N=C/c2cc(Br)ccc2O)C(=S)SC1(C)C (stereo not drawn)	-0.3	13.1	-16.6	1.1	-1.5	24.9	-6.0	3.4	18.9
O=C(/C=C/c1ccc(Cl)cc1)OCC(=O)c1ccc[nH]1	1.3	-6.3	-3.0	-1.3	0.3	-3.7	16.9	-0.5	26.1
COc1ccc(/C=C/C(=O)N(Cc2ccccc2)c2ccccn2)cc1OC	0.3	0.0	1.6	-2.5	0.6	1.6	0.6	1.2	-7.9
COc1cc(C2=NOC(C(=O)Nc3cccnc3)C2)cc(OC)c1OC (stereo not drawn)	-0.7	-7.7	0.0	-1.9	0.2	-1.0	-6.0	-0.3	4.7
CC(NC(=O)C(C)(C)C)C(c1cccs1)N1CCOCC1 (stereo not drawn)	1.0	-6.7	-6.0	-0.2	-0.3	-6.4	2.0	1.0	2.5
O=S(=O)(NCc1ccccc1)c1ccc2ccccc2c1	1.4	8.5	-12.1	-3.8	-3.4	-5.5	9.4	0.5	-8.0
C(=N\Nc1nc(N2CCOCC2)nc(N2CCOCC2)n1)/c1cccnc1	-0.5	-4.3	2.4	-0.3	0.5	-0.1	-6.0	/	-10.9
CC(C)COc1ccc(/C(O)=C2/C(=O)C(=O)N(CCN(C)C)C2c2ccncc2)cc1 (stereo not drawn)	-0.9	-0.4	-2.7	-3.8	0.2	-12.3	-4.8	/	2.0
Cc1cc(C)nc(NCCO)n1	0.3	3.3	-2.2	-1.2	-0.3	-7.0	-2.8	/	-1.7
O=c1c(Cl)c(N2CCOCC2)cnn1-c1nc2ccccc2[nH]1	0.5	-18.9	6.4	-1.4	1.5	3.4	0.5	1.3	5.9
CS(=O)(=O)c1ccc2nc(NC(=O)CN3C(=O)NC4(CCCC4)C3=O)sc2c1	-1.6	-0.6	-4.3	-3.2	0.3	-1.8	-8.1	-0.7	-8.2
COc1ccc(C(=S)N2CCN(c3cccc(Cl)c3)CC2)cc1	14.4	-0.2	10.3	0.4	-2.8	0.5	15.9	1.7	1.2

In another format: entries from further up.
structure | PfHsp40 rescue | PrPC surface inh | Anthrax LF prot | FadD28 FP inh | BoNT-A LC inh2 | BoNT-F LC inh | Y pestis TopoI | TcdB GH inh | CCHFV vOTU inh
C(=N\Nc1nc(N2CCOCC2)nc(N2CCOCC2)n1)/c1cccnc1 | -0.5 | -4.3 | 2.4 | -0.3 | 0.5 | -0.1 | -6.0 | / | -10.9
CC(C)COc1ccc(/C(O)=C2/C(=O)C(=O)N(CCN(C)C)C2c2ccncc2)cc1 (stereo not drawn) | -0.9 | -0.4 | -2.7 | -3.8 | 0.2 | -12.3 | -4.8 | / | 2.0
Cc1cc(C)nc(NCCO)n1 | 0.3 | 3.3 | -2.2 | -1.2 | -0.3 | -7.0 | -2.8 | / | -1.7
O=c1c(Cl)c(N2CCOCC2)cnn1-c1nc2ccccc2[nH]1 | 0.5 | -18.9 | 6.4 | -1.4 | 1.5 | 3.4 | 0.5 | 1.3 | 5.9

(next part)
SMILES	PfHsp40 rescue	PrPC surface inh	Anthrax LF prot	FadD28 FP inh	BoNT-A LC inh2	BoNT-F LC inh	Y pestis TopoI	TcdB GH inh	CCHFV vOTU inh
O=C1CC(Cc2ccccc2)C(=O)N1Cc1ccco1 (stereo not drawn)	-0.1	/	0.0	-4.9	0.2	-2.1	-2.4	/	/
COc1ccc(-n2nc(C(=O)NCC(=O)N3CCN(Cc4ccccc4)CC3)c3ccccc3c2=O)cc1OC	2.8	-11.1	6.7	-0.5	2.7	2.2	19.5	0.8	8.3
COCc1cc(C)nc(OCC(=O)N/N=C/c2ccc(OC)c(O)c2)c1C#N	-0.6	-9.1	-1.6	-3.6	0.0	2.4	-5.8	7.5	-6.4
CC(C)(C)C1CCC(CN2CCC(CN3C(=O)C(=O)NC[C@@H]3Cc3ccccc3)CC2)CC1 (stereo partly drawn)	0.3	-9.9	0.4	-1.6	-0.4	-0.2	11.9	0.0	5.0
O=C(Nc1ccc(S(=O)(=O)Nc2ncccn2)cc1)c1ccc2ncsc2c1	6.3	6.1	-12.3	-6.8	-4.1	-19.5	-0.2	-2.3	5.8
Cc1cc(C)n(C(=O)COc2ccc(Cl)cc2Cl)n1	0.9	-3.6	3.2	-2.8	3.6	23.4	4.8	/	-4.1
Nc1ccn([C@@H]2O[C@H](CNCc3cc(Cl)ccc3OCc3ccc(Cl)cc3)[C@@H](O)[C@H]2O)c(=O)n1	/	4.2	-1.0	-2.3	0.3	-5.3	13.4	2.0	0.6
COc1ccc(-c2noc(N3CCC(C(=O)N(C)c4ccccc4C)CC3)n2)cc1	0.5	6.6	-3.3	-3.5	-1.2	-9.1	31.9	2.4	5.5
NC(=O)c1nn(CC(=O)Nc2cccc(S(=O)(=O)N3CCCCCC3)c2)c(=O)c2ccccc12	0.8	4.0	-9.2	-3.3	-0.8	-9.9	5.5	-2.9	6.5
CCS(=O)(=O)Nc1ccc2c(c1)OCO2	-0.5	-4.7	1.8	-1.6	0.2	-3.8	10.5	1.0	0.0
CCOc1ccccc1C(=O)OCC(=O)Nc1ncc(C(F)(F)F)cc1Cl	0.1	-1.9	0.0	-1.5	-6.0	-5.8	2.4	/	1.1
COc1ccc(OC)c(NC(=O)C2C3C=CC(C3)C2C(=O)NCc2ccccn2)c1 (stereo not drawn)	-0.2	1.7	-1.7	-2.7	-4.5	-8.4	0.3	/	13.2
C=CCSc1nnc2c(n1)OC(c1ccccn1)N(C(C)=O)c1ccccc1-2 (stereo not drawn)	0.5	-15.8	1.1	-1.8	0.7	11.3	2.5	/	4.4
O=C(CCNC(=O)c1ccc([N+](=O)[O-])cc1)NNC(=O)c1ccccc1F	0.2	-16.6	0.3	-0.5	-0.2	0.5	2.2	0.3	3.8
CCN1CCN(c2nc3ccccn3c(=O)c2C=O)CC1	-1.6	-13.0	-0.2	-2.9	-0.2	-2.9	2.8	-0.2	-11.6
CCc1ccc(CNC(=O)C2CCN(S(=O)(=O)N3CCCC3)CC2)cc1	0.2	10.3	-2.7	-0.1	-0.7	-3.5	6.0	3.7	5.1
COc1ccc2cc(C(=O)C3CCCN(Cc4cnc(C)s4)C3)ccc2c1 (stereo not drawn)	0.5	13.7	-4.4	-3.9	1.0	1.3	10.8	1.7	-26.9
CCNC(=O)c1c(C)nc2ccccn12	-1.0	-8.0	-3.6	-1.4	0.9	3.6	-1.0	/	5.2
O=C(O)CSCC(=O)Nc1ccccn1	0.4	6.1	-4.7	-0.7	0.1	0.5	-1.4	2.0	-10.7
c1ccc(-c2nn[nH]n2)nc1	-0.7	-5.3	-4.5	-3.7	-0.8	-3.2	5.0	-1.0	1.3
O=C1CCC([N+](=O)[O-])C(c2ccc(Cl)cc2)N1 (stereo not drawn)	-0.6	-4.4	-6.2	-0.2	-1.6	11.2	3.8	/	11.7
CSc1nc2nc(C)cc(-c3ccccc3)n2n1	0.1	-0.7	-9.3	-1.3	-0.4	-3.6	-5.9	/	3.8
Cc1cccn2c(=O)c(C=NCc3ccco3)c(Nc3ccc(SC(F)F)cc3)nc12	1.1	5.7	-3.5	0.8	-0.3	-6.0	-2.7	/	2.8
CCOc1ccc(C(=O)CN2CCN(S(=O)(=O)c3ccc(Br)cc3)CC2)cc1	-1.2	-5.0	0.4	-2.4	1.3	8.7	19.1	/	9.1
O=C1NN(c2ccc(F)cc2)C(=O)/C1=C\C=C\c1ccco1	-1.4	1.1	0.8	0.3	-0.2	-0.1	0.3	/	-12.4
